# Assay outcomes (PubChem BioAssay)
# Anthrax LF prot: Bacillus anthracis LF protease inhibitors, primary screen, biochemical, multiplex microsphere, MLPCN library | multiplex microsphere protease cleavage assay | Lethal factor (Bacillus anthracis), P15917 | inhibition, % at 10 µM | hit rate 0.12% among 360,000; further: plate controls were buffer without enzyme for full effect and enzyme alone for no effect
# Rv3671c inh: Rv3671c serine protease inhibitors, primary screen, biochemical, fluorescence polarization, M. tuberculosis H37Rv. P9WHR9. hit rate 0.048% among 320,000. AID 2606, 2010. inhibition, % at 5.96 µM; in the data active means inhibition above about 38%;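 further: extracellular domain of Rv3671c used as enzyme; 0% = enzyme with DMSO and 100% = no enzyme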
# Target sequence (P9WHR9 whole entry, looked up, the tested form may be a part): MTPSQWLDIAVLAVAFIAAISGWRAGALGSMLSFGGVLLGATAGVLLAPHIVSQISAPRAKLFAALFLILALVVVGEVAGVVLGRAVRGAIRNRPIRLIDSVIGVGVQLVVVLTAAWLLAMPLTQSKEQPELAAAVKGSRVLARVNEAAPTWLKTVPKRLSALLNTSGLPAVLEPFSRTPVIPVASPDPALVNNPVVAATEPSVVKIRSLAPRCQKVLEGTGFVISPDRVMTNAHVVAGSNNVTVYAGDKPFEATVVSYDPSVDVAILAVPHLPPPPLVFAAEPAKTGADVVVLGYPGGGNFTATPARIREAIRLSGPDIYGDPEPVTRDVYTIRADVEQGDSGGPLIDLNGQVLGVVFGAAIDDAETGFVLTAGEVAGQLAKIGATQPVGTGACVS
# BoNT-F LC inh: BoNT/F light chain protease inhibitors, primary screen, biochemical, flow cytometry, MLPCN library; Botulinum neurotoxin type F light chain protease (Clostridium botulinum); AID 588497, 2011; Multiplex microsphere protease cleavage assay; hit rate 0.22% among 360,000; inhibition, % at 10 µM; in the data active means inhibition above about 35%, passing the limit was not always enough; inconclusive means no clear call, values can overlap the other calls; further: plate controls were buffer without enzyme for full effect and enzyme alone for no effect
# SARS 3CLpro inh: SARS-CoV 3CLpro protease inhibitors, primary screen, biochemical, quenched FRET; recombinant SARS-CoV 3CLpro, quenched FRET peptide cleavage; inhibition, % at 6 µM; hit rate 0.14% among 290,000; in the data active means inhibition above about 12%
# BoNT-A LC inh2: BoNT/A light chain protease inhibitors, primary screen, biochemical, flow cytometry, MLPCN library | Botulinum neurotoxin type A light chain protease (Clostridium botulinum A str. ATCC 3502) | multiplex microsphere protease substrate cleavage | inhibition, % at 10 µM | hit rate 0.17% among 360,000 | AID 588499, 2011; further: plate controls were buffer without enzyme for full effect and enzyme alone for no effect
# SSB-PriA inh: inhibitors of Klebsiella pneumoniae PriA binding to SSB C-terminal tail, primary screen, biochemical, AlphaScreen; PriA–SSB C-terminal tail interaction (Klebsiella pneumoniae); AlphaScreen SSBct-PriA binding, biotinylated peptide; inhibition, % at 33 µM; hit rate 0.6% among 430,000; AID 1272365, 2023; in the data active means inhibition mostly above about 37%, no sharp cut-off; inactive means mostly below about 20%;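 further: plate controls were negative control peptide for no effect and reference peptide for full effect; strong numbers were not always called active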
# PrPC TRFRET: inhibitors of human cell surface prion protein PrPC, primary screen, cell-based, TR-FRET. Major prion protein (Homo sapiens), P04156. TR-FRET read-out. inhibition, % at 13.8 µM. hit rate 0.43% among 370,000. AID 720596, 2013; in the data active means inhibition above about 24%; further: 0% = median of the test wells and 100% = reference compound wells
# CCHF vOTU inh: CCHFV vOTU protease inhibitors, primary screen, biochemical, Pep-AMC substrate, fluorescence. Crimean-Congo hemorrhagic fever virus L polyprotein viral ovarian tumor (vOTU) protease …. inhibition, % at 11.5 µM. hit rate 0.55% among 370,000. AID 651958, 2012; in the data active means inhibition above about 30%; further: 0% = vehicle wells with enzyme and 100% = no enzyme wells
# MazF activator: activators of E. coli MazEF toxin-antitoxin RNase, primary screen, biochemical, fluorescence, uHTS. Endoribonuclease toxin MazF (Escherichia coli (strain K12)), P0AE70. FAM/BHQ RNA-DNA oligo cleavage fluorescence, 5 h. activation, % at 20 µM. hit rate 0.32% among 350,000; in the data active means activation above about 50%
# Target sequence (P0AE70 whole entry, looked up): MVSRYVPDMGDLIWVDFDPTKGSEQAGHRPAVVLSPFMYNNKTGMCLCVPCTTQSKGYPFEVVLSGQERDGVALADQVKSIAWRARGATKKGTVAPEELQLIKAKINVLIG
# VHR inh abs: VHR1 phosphatase inhibitors, primary screen, biochemical, absorbance, uHTS | hit rate 0.52% among 290,000 | AID 1654, 2009 | Dual specificity protein phosphatase 3 (Homo sapiens), P51452 | recombinant VHR phosphatase, pNPP absorbance | inhibition, % at 13.3 µM; in the data active means inhibition above about 50%; further: some compounds called inactive have numbers as strong as hits
# Target sequence (P51452 whole entry, looked up): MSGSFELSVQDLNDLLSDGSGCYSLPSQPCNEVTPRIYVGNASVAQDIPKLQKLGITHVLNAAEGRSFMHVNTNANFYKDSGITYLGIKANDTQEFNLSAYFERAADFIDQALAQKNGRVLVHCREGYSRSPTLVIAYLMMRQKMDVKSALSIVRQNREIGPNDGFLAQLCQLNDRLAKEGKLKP
# * hit, by the source's call; ? = inconclusive; . = not tested or not shown. Unless noted, no stated cut-off is given here; in the data, active means inhibition above about 30%; inconclusive means no clear call, values can overlap the other calls; inactive means below that. Not all compounds are listed, so the mix of outcomes need not match the whole.
SMILES,Anthrax LF prot,Rv3671c inh,BoNT-F LC inh,SARS 3CLpro inh,BoNT-A LC inh2,SSB-PriA inh,PrPC TRFRET,CCHF vOTU inh,MazF activator,VHR inh abs
CSc1nc2nc3c(c(=O)n2[nH]1)CCCC3,-6,-11,8,0,1.0,-1,5,-7,8,-12
Cc1ccc(NC(=O)C(C)OC(=O)Cc2c[nH]c3ccccc23)cc1S(=O)(=O)N1CCOCC1 (centres undefined),-1,-13,?,.,2.9,10,-3,-9,0,.
Cc1c(NC(=O)C(C)OC(=O)c2cccc(S(=O)(=O)N3CCOCC3)c2)c(=O)n(-c2ccccc2)n1C (centres undefined),.,1,.,-1,.,-12,-2,-6,-2,18
CCOc1ccc(NC(=S)N(CCc2c(C)[nH]c3ccc(C)cc23)Cc2cccnc2)cc1,-1,7,-8,0,-0.3,-6,-6,0,7,-4
COc1cccc(C(=O)C2CCCN(Cc3ccc4nsnc4c3)C2)c1 (centres undefined),-6,1,1,2,0.6,-21,2,-3,-2,3
COc1ccccc1N1CCN(C(c2ccc(N(C)C)cc2)c2nnnn2CCc2ccccc2)CC1 (centres undefined),-6,1,-18,0,0.2,-6,4,12,-3,3
CCC12CN(C(=O)c3ccc(OC)cc3)CC(CC)(CN(C(=O)c3ccc(OC)cc3)C1)C2=O,-7,-2,-9,1,-1.1,0,-1,11,6,10
CCCCc1cc(=O)oc2cc(C)cc(OCC(=O)NCc3ccncc3)c12,0,-10,3,-2,1.5,5,3,-22,2,5
COc1ccc(C(=O)C[n+]2cccc3cc(OC)ccc32)cc1,3,0,8,1,2.0,-8,-34,-5,-4,24
Cc1ccc(OCCNC(=O)/C=C/c2ccccc2)cc1C,0,5,2,-1,0.6,-9,-7,3,-9,7
Cc1cc(C(=O)OCC(=O)NCCN2C(=O)CSC2=O)ccc1[N+](=O)[O-],.,7,.,.,.,1,-10,-1,8,.
C=CCn1c(SCc2cc(=O)n3ccsc3n2)nc2ccccc2c1=O,1,-6,-1,5,-0.2,2,-3,-5,8,15
Cc1ccccc1NC(=O)Nc1nnc(CC(=O)NCc2ccccc2)s1,-4,-13,-4,-5,-0.7,16,-1,-7,-17,-5
CCOc1c(Nc2ccc(C(C)C)cc2)c(=O)c1=O,7,1,?,3,?,-11,10,-1,7,0
COc1cccc(NC(=O)CSc2nnc(Cn3nnc4ccccc43)n2C)c1,-3,6,0,0,-0.4,-13,10,5,3,18
Cc1ccc(C(C)C)cc1OCC(=O)NNC(=O)Nc1ccccc1,-10,-5,5,4,1.6,-5,8,4,-2,-2
Cc1cccc2nc(CNC(=O)CC3C(=O)NCCN3Cc3cccc(F)c3)cn12 (centres undefined),1,6,-3,4,0.4,0,0,0,11,6
CCN1CCN(CCNC(=O)c2ccc3c(c2)NC(=O)/C(=C\c2cccc(Cl)c2)S3)CC1,-5,.,-22,.,-0.8,.,.,.,-16,.
COC(=O)Cn1c(=NC(=O)c2ccc(OC)cc2)sc2cc(OC)ccc21,0,-12,-2,2,-0.4,-4,1,-10,0,21
COc1cc(C(=S)N2CCCC2)ccc1OCc1ccc(C)cc1,-12,-4,?,-4,-7.9,-6,13,1,6,25
O=C(c1cccs1)N(Cc1ccco1)Cc1cc2ccccc2[nH]c1=O,2,4,-3,-1,-0.4,-21,5,-6,7,33
COc1ccc(CN2[C@@H](CC(C)=O)c3ccc(/C=C/C(C)=O)cc3S2(=O)=O)cc1,7,-12,8,.,-0.7,-21,-1,-1,-19,.
NS(=O)(=O)c1ccc(N2C(=O)C3C4CC(C(Br)C4Br)C3C2=O)cc1 (centres undefined),-5,.,4,-4,-0.6,10,-4,-11,5,24
COc1ccc(Cl)cc1C(=O)NNC(=O)C1CCCO1 (centres undefined),?,.,?,.,?,-8,-8,12,7,.
CCC1(C)Cc2c(sc3c2c(=O)n(C)c2nnc(SCC(=O)c4ccccc4)n32)CO1 (centres undefined),2,-6,11,7,5.2,-2,5,-7,3,.
COc1cccc(CN(C)C(=O)CCN=C2NS(=O)(=O)c3ccccc32)c1,-4,-7,-1,.,2.4,-11,-7,-3,4,.
COc1ccc(CCNC(=O)CCCCCN2C(=O)[C@@H]3Cc4ccccc4CN3C2=O)cc1OC,4,-3,6,0,0.2,3,6,4,2,-9
NC(=O)C1CCCN(S(=O)(=O)c2ccc3ccccc3c2)C1 (centres undefined),-2,-4,11,5,0.2,10,4,17,7,25
Cc1nn(CC(=O)Nc2ccc3c(c2)OCO3)c(C)c1[N+](=O)[O-],0,6,-6,-1,-0.4,-9,6,-10,-3,-8
O=C(O)CCc1nnc2n(Cc3ccc(F)cc3)c(=O)c3ccccc3n12,-10,1,0,6,-0.6,-4,-3,-2,3,21
Cc1ccc(Nc2nc(N)nc(CN3CCN(C)CC3)n2)cc1,-1,-6,-5,-3,0.4,-3,-1,0,4,10
Cc1nc(N2CCN(c3ccccn3)CC2)c2c(C)c(C(=O)Nc3ccc(F)cc3F)sc2n1,1,-1,-2,-1,-0.1,-18,11,-14,-15,16
CN(C)CCCC1Sc2ccccc2Sc2ccccc21 (centres undefined),-25,9,?,.,5.6,12,-3,-6,20,.
CCOc1cc(OCC)cc(C(=O)Nc2cccc(C(C)=O)c2)c1,-4,-4,-7,0,0.1,-8,3,-3,0,-1
COc1ccc(CNC[C@@H](CCCCN(C)Cc2ccc(OC)cc2)N2C[C@H](c3ccccc3)N(CCc3ccc(Cl)c(Cl)c3)C(=O)C2=O)cc1,-22,-9,-42,-2,0.2,10,.,.,-59,7
CC1CCCC(C)N1C(=O)COc1ccc(F)cc1 (centres undefined),2,-1,4,0,-0.5,-7,10,6,-5,0
COCCN(C(=O)CSc1n[nH]c(-c2ccc(OC)cc2)n1)c1c(N)n(Cc2ccccc2)c(=O)[nH]c1=O,-9,2,-54,.,-34,12,0,-8,0,.
COc1ccc([N+](=O)[O-])c(OC)c1C(=O)NC(=O)Nc1c(F)c(F)c(F)c(F)c1F,-6,3,-4,3,-2.4,9,-19,11,-7,-6
CC(=O)Nc1ccccc1NC(=O)C/C(C)=N/NC(=O)C(=O)N1CCCCC1,2,-5,3,-3,-0.3,.,-1,5,4,20
CCOc1ccccc1NC(=O)COC(=O)c1c(CC)noc1C,3,.,10,.,3.4,-20,0,2,-17,.
COc1ccc(-c2csc(NS(=O)(=O)c3ccc([N+](=O)[O-])cc3)n2)cc1,0,5,2,6,-0.3,-6,-12,3,3,-2
CC1(C)OC(=O)C2=C(C[C@@H](C3CCCC3)O[C@H]2c2ccc(Cl)cc2)O1,0,.,2,.,0.2,.,3,-4,.,.
CSCCC(NC(=O)c1ccccc1Br)C(=O)NCC1CCCCC1 (centres undefined),-4,6,0,2,0.7,-2,-1,-13,0,-28
O=C1CCCCN1CCc1c[nH]c2ccccc12,-2,5,-8,-3,-1.7,-1,-4,2,1,9
Cc1ccccc1NC(=O)c1snc2c(=O)[nH]cnc12,.,14,.,0,.,.,5,3,.,10
O=C(OCC(F)(F)C(F)F)c1ccccc1C(=O)Oc1ccc(F)cc1F,0,4,3,5,?,-57,0,2,-9,1
CCSc1ccc([C@@H]2[C@H]3C(=O)N(CC)C(=O)[C@H]3[C@]3(C(=O)OC)CCCCN23)cc1OC,-8,-9,-7,.,0.2,0,.,.,1,.
CN1CCCN(C(=O)c2cccc3ccccc23)CC1,-2,-1,14,1,0.5,-11,3,-2,-6,-2
O=C(/C=C/c1ccc2c(c1)OCO2)N1CCN(c2n[nH]c(=O)[nH]c2=O)CC1,1,0,-2,6,-0.6,4,-11,-9,8,-1
COc1cc2c(cc1OC)C1=C(C#N)CC/C(=N\S(=O)(=O)c3ccccc3)N1CC2,-1,7,4,-1,0.0,.,-5,3,3,5
Cc1cccc(N2CCN(C(=O)CC(NC(=O)c3ccccc3)c3ccccc3)CC2C)c1 (centres undefined),-1,-13,0,1,0.5,10,6,-12,-3,2
Cc1cccc(OCCOC(=O)C2CCN(S(=O)(=O)c3cccs3)CC2)c1,-6,0,-16,-3,-0.5,-16,-5,1,-9,9
O=C1CN(C(=O)c2ccccc2)C(c2ccccc2)c2cc(Cl)ccc2N1 (centres undefined),-8,1,-6,1,-2.0,-9,-2,-13,9,-13
C/C(=N\NC(=S)NC1CCCCC1)c1ccccc1,-2,-6,-3,2,-0.6,.,10,-3,3,2
CN(Cc1cn(-c2ccccc2)nc1-c1ccc(Cl)cc1)C(=O)CCC(=O)O,1,5,0,-3,-0.4,-10,-5,-5,-1,-2
CCOc1ccccc1NS(=O)(=O)c1c[nH]c(C(=O)OC)c1,-7,-5,-6,2,-0.5,-14,-4,4,3,-10
O=C(NCc1ccncc1)c1cc(C(=O)C2CCCCC2)c[nH]1,-2,4,4,4,-1.4,6,3,-5,-4,21
CCCCCC[n+]1ccccc1/C=C/c1ccc(N(C)C)cc1,5,.,8,.,-4.5,.,5,12,.,.
CCCCC(=O)OCC(=O)c1[nH]c(C)c(C(C)=O)c1C,-9,-5,-3,1,-0.8,-5,0,24,10,40
CC(=O)CSc1nnc(-c2cnccn2)n1-c1ccccc1,3,.,-10,3,0.7,-3,4,-7,5,3

# New compounds follow:
SMILES,Anthrax LF prot,Rv3671c inh,BoNT-F LC inh,SARS 3CLpro inh,BoNT-A LC inh2,SSB-PriA inh,PrPC TRFRET,CCHF vOTU inh,MazF activator,VHR inh abs
S=c1[nH]nc(-c2ccccn2)n1/N=C/c1ccccc1,-3,3,-3,6,-1.1,.,-1,7,5,-4
CC(C)NC(=O)OCc1c(COC(=O)NC(C)C)c([N+](=O)[O-])n2c1CCC2,2,.,4,.,-0.2,.,-19,7,.,.
O=C(Nc1ccc2c(c1)CCC2)c1cccc(F)c1,-2,-5,-5,8,0.2,-19,-14,6,-1,0
COc1ccc(S(=O)(=O)Nc2cccc3c2O[C@H](CN(C)CC2CC2)[C@@H](C)CN([C@H](C)CO)C3=O)cc1,-8,10,-2,.,-0.3,-5,-1,-10,1,.
COc1cccc(Nc2nc3ccccc3n3cnnc23)c1,-4,-13,-3,6,-1.3,1,2,7,12,34
CC1(Oc2cccc(C#N)c2)CCN(Cc2ccccc2OC(F)F)C1 (centres undefined),-7,.,-3,.,-0.3,.,-1,-2,.,.
O=[N+]([O-])c1cccc2cnccc12,5,.,-3,.,-0.5,1,-29,5,1,.
Cc1nc(-c2ccccc2)nc2n[nH]c(N)c12,7,5,2,.,0.2,5,3,-2,9,.

# 2 compounds picked at random from the list so far, as already listed:
SMILES,Anthrax LF prot,Rv3671c inh,BoNT-F LC inh,SARS 3CLpro inh,BoNT-A LC inh2,SSB-PriA inh,PrPC TRFRET,CCHF vOTU inh,MazF activator,VHR inh abs
CCCCCC[n+]1ccccc1/C=C/c1ccc(N(C)C)cc1,5,.,8,.,-4.5,.,5,12,.,.
CC1(Oc2cccc(C#N)c2)CCN(Cc2ccccc2OC(F)F)C1 (centres undefined),-7,.,-3,.,-0.3,.,-1,-2,.,.
